ASK1 inh: human ASK1 kinase inhibition, primary screen | Q99683 | AlphaScreen MKK6 phosphorylation by ASK1, luminescence | inhibition, % at 7.44 µM | actives 0.99% (n = 22,000) | AID 1159602; in the data active = inhibition above about 35%;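 also: 0% = median of compound wells and 100% = no enzyme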
ULK1 inh: inhibitors of human ULK1 kinase; O75385; AlphaScreen Atg13 phosphorylation by ULK1, luminescence; inhibition, % at 5.96 µM; actives 1.9% (n = 30,000); AID 1259251; in the data active = inhibition above about 43%;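 also: 0% = median of compound wells and 100% = no enzyme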
Target sequence (O75385 whole entry, looked up): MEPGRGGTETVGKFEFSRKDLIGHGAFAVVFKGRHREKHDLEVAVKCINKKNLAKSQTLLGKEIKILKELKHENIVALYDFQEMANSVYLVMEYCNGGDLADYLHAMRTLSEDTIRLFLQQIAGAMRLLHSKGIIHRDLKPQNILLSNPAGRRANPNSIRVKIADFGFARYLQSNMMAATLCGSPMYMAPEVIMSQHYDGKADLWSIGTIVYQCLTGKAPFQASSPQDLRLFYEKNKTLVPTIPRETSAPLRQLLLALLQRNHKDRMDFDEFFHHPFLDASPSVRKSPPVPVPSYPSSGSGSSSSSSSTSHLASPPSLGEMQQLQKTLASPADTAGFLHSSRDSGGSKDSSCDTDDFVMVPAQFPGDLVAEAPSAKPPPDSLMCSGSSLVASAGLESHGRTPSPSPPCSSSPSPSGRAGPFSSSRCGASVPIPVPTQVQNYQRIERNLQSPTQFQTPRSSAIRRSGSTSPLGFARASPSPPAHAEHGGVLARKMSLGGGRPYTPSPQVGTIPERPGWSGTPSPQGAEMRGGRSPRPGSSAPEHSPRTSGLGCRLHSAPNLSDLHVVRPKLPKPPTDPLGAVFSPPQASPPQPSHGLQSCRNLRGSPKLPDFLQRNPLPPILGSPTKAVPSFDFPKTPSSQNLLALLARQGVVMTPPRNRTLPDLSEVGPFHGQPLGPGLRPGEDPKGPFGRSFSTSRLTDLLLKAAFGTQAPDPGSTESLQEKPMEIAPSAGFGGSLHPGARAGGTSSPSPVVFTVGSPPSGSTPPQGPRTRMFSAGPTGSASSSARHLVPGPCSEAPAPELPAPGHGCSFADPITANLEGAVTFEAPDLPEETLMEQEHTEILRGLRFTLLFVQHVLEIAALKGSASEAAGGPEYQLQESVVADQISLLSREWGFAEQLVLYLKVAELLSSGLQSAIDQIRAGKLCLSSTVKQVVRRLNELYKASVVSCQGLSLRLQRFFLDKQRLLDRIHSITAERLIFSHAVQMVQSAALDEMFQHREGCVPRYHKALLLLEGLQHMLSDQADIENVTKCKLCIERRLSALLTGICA
The depositor's hits bear a star; x = not tested or not shown. This is a random part of the collection (roughly 2.3% active in at least one column).

Start of the data: the first 15 entries, ahead of the listing:
ASK1 inh	ULK1 inh	canonical_smiles
x	13	CCCN1CCC2(CC1)NC(=O)N(CC(=O)N1CCN(c3ccccc3)CC1)C2=O
x	-12	O=S(=O)(O)CCS
2	4	CCCNC(=O)c1ccc(-c2csc3ccccc23)s1
-1	0	c1ccc2sc(CN3CCC(c4nc(-c5ccncc5)no4)C3)nc2c1 (stereo unspecified)
6	8	COc1ccc(CCn2cnc3ccc(-c4cn[nH]c4)cc3c2=O)cc1
x	4	Cc1cccc(Cn2c(SCC(C)O)nc3c2c(=O)[nH]c(=O)n3C)c1 (stereo unspecified)
4	16	COc1ccc(CCNC(=O)C2CCN(c3ccc(Nc4nccc5ccccc45)nn3)CC2)cc1
34	-9	FC(F)(F)c1ccc(Cn2cnc3c(Nc4ccc(N5CCOCC5)cc4)nc(N4CCc5ccccc5C4)nc32)cc1
-15	-4	COc1ccc(CCNc2nc(NCc3ccc4c(c3)OCO4)nc3c2ncn3-c2ccccc2)cc1
4	-6	CC(=O)Nc1ccc(Nc2ccnc(-c3c(C)noc3C)n2)cc1
x	3	CC(C)CNS(=O)(=O)c1cccc2cnccc12
16	-3	Oc1ccc(CCNc2nc(Nc3ccc(-n4ccnc4)cc3)nc3c2ncn3-c2ccsc2)cc1
-6	-1	O=C(NCc1cccnc1)c1cccc(N2CCCC2CO)n1 (stereo unspecified)
8	-10	CCN(CC)c1nc(NCCOc2ccccc2)nc(Nc2cccc(N(C)C)c2)n1
7	-29	Nc1nc(NCCOc2ccccc2)cc(N2CCOCC2)n1

All compounds of this part, repeating the preview:
ASK1 inh	ULK1 inh	canonical_smiles
x	13	CCCN1CCC2(CC1)NC(=O)N(CC(=O)N1CCN(c3ccccc3)CC1)C2=O
x	-12	O=S(=O)(O)CCS
2	4	CCCNC(=O)c1ccc(-c2csc3ccccc23)s1
-1	0	c1ccc2sc(CN3CCC(c4nc(-c5ccncc5)no4)C3)nc2c1 (stereo unspecified)
6	8	COc1ccc(CCn2cnc3ccc(-c4cn[nH]c4)cc3c2=O)cc1
x	4	Cc1cccc(Cn2c(SCC(C)O)nc3c2c(=O)[nH]c(=O)n3C)c1 (stereo unspecified)
4	16	COc1ccc(CCNC(=O)C2CCN(c3ccc(Nc4nccc5ccccc45)nn3)CC2)cc1
34	-9	FC(F)(F)c1ccc(Cn2cnc3c(Nc4ccc(N5CCOCC5)cc4)nc(N4CCc5ccccc5C4)nc32)cc1
-15	-4	COc1ccc(CCNc2nc(NCc3ccc4c(c3)OCO4)nc3c2ncn3-c2ccccc2)cc1
4	-6	CC(=O)Nc1ccc(Nc2ccnc(-c3c(C)noc3C)n2)cc1
x	3	CC(C)CNS(=O)(=O)c1cccc2cnccc12
16	-3	Oc1ccc(CCNc2nc(Nc3ccc(-n4ccnc4)cc3)nc3c2ncn3-c2ccsc2)cc1
-6	-1	O=C(NCc1cccnc1)c1cccc(N2CCCC2CO)n1 (stereo unspecified)
8	-10	CCN(CC)c1nc(NCCOc2ccccc2)nc(Nc2cccc(N(C)C)c2)n1
7	-29	Nc1nc(NCCOc2ccccc2)cc(N2CCOCC2)n1
x	-7	O=c1[nH]cnc2c1C(c1ccc(F)cc1)c1c(nc[nH]c1=O)O2
x	-6	CC(=O)c1ccc(NC(=O)COc2cccc3c2OC(C)(C)C3)cc1
-3	-13	Clc1nc(NC2CCN(Cc3ccccc3)CC2)c2ncn(C3CCCCC3)c2n1
-2	-50	O=C(NCCc1ccc(O)cc1)c1cccc(-c2ccccc2)n1
10	4	O=C(NC1CC1)c1ccc2nc(-c3ccc4[nH]ccc4c3)sc2c1
15	-22	CCCNc1nc(-c2ccc(OC)nc2)ncc1C
13	5	COc1cc(Nc2ccc(-n3cc(CC(=O)NCCN4CCOCC4)c4ccccc43)nn2)cc(OC)c1OC
1	2	C=CCOC(=O)N1CCN(c2c(C)cccc2NC(=O)c2ccc(Br)o2)CC1
-4	-2	FC(F)(F)Oc1ccc(Nc2cc(Nc3ccc(OCCN4CCCCC4)cc3)ncn2)cc1
-2	-7	FC(F)(F)c1ccc(Cn2cnc3c(NCc4ccccc4)nc(-c4ccccc4)nc32)cc1
-8	9	Fc1ccc2nc(-c3nc4ccc(-c5ccncc5)cc4[nH]3)[nH]c2c1
-4	11	Cn1ncc2ccc(-c3cccc4cnc(Nc5ccc(-n6cnc(N7CCOCC7)n6)cc5)nc34)cc21
0	-5	NC(=O)c1cccc(N2CCC(N3CCOCC3)CC2)n1
22	17	Fc1ccc(Nc2nccc(-c3cncc(N4CCOCC4)c3)n2)cc1
15	6	O=C(NCc1nc(-c2ccncc2)n[nH]1)c1cc2sccc2s1
42*	8	COc1cccc(CNC(=O)c2c(C)nc3ccc(-c4ccc5nc(C)c(C(=O)NCc6cccc(OC)c6)n5c4)cn23)c1
-19	-15	Cc1cc(NCc2cccc(C(F)(F)F)c2)nc(N2CCc3ccccc3C2)n1
-2	11	CC(C)N(CCNc1ccnc(N2CCc3ccccc3C2)n1)C(C)C
16	-14	Cc1nc2ccc(Nc3nccc(-c4cncc(N5CCOCC5)c4)n3)cc2o1
7	-8	O=C1CCCN1CCn1cnc2c(NCc3ccccc3)nc(N3CCN(c4ccccn4)CC3)nc21
9	5	CC(C)N(CCNC(=O)C1CCN(c2ccc(Nc3ccnn3C)nn2)CC1)C(C)C
-1	6	O=C1CCCN1CCn1cnc2c(Nc3ccccc3)nc(NC3CCC(O)CC3)nc21 (stereo unspecified)
9	20	O=C(Nc1ccc2c(c1)OCO2)c1ccc2nc(NCc3ccc4c(c3)OCO4)sc2c1
22	1	COc1cc2nc(Nc3ccncn3)nc(Nc3ccccc3)c2cc1OC
-7	5	CCN(CC)c1nc(NCCN(C(C)C)C(C)C)nc(N2CCC(N3CCOCC3)CC2)n1
-1	-2	COc1cccc(CN(CCN(C)C)C(=O)c2cn3ccc(-c4ccncc4)cc3n2)c1
2	4	Nc1oncc1-c1ccc(NC(=O)C2COc3ccccc3O2)cc1 (stereo unspecified)
x	1	O=C(N/N=C/c1ccncc1)Nc1cccc2nsnc12
-27	-22	O=C(Nc1cnn(-c2cccc(-c3nc4ccncc4[nH]3)c2)c1)Nc1ccccc1Cl
x	9	CCN(CC)N=Nc1ccc(S(=O)(=O)NC(=O)OC)cc1
-21	2	CC(C)N(CCNc1cc(Nc2cnccn2)ncn1)C(C)C
-4	-2	CC(C)(C)OC(=O)NCCNC(=O)c1cnccc1Nc1ccc2[nH]ncc2c1
x	19	COc1cc(C(=O)NC2CCCNC2)cc(OC)c1OC (stereo unspecified)
-11	-45	COc1cc2nc(N3CCOCC3)nc(Nc3ccc(Oc4ccccc4)cc3)c2cc1OC
-16	-1	O=C(NCCCN1CCCC1=O)c1cnc(NCc2cccnc2)s1

Next section.
ASK1 inh	ULK1 inh	canonical_smiles
-15	-8	COc1ccc(-c2cccc(C(=O)Nc3ccccc3)c2)cn1
x	-7	Cc1nc(-c2ccc(F)cc2)cc(N2CCC3(CC2)OCCO3)n1
5	-3	COc1ccc(-c2nc(Nc3ccc(Oc4ccccc4)cc3)c3ncn(Cc4ccc(C(F)(F)F)cc4)c3n2)cc1
-2	-7	CCN(CC)C(=O)C1CCCN(c2cccc(C(=O)NCCc3ccc(OC)cc3)c2)C1 (stereo unspecified)
-4	0	CN(C)CCOc1cc(-c2cn[nH]c2)ccc1NC(=O)[C@H](O)c1cccc(Cl)c1
9	-24	Cc1nc(C)n(-c2ccc(Nc3cc(-c4nn(CCc5ccccc5F)cc4-c4ccccc4)ccn3)cc2)n1
x	-13	CC(=O)Nc1ccc2oc(-c3ccc(C(C)C)cc3)cc(=O)c2c1
-25	44*	Cc1ncn(-c2ccc(Nc3ncc4ccccc4n3)cc2)n1
-8	-1	Cc1nn(C)c(C)c1-c1nc(Nc2ccc(Oc3ccccc3)cc2)c2ncn(-c3ccsc3)c2n1
4	-3	CC(C)N(CCNC(=O)c1cccc(Nc2ccccc2)n1)C(C)C
-8	19	CC(C)n1c(Nc2ccccc2)nc2c(NCCO)ncnc21
5	-18	O=C(NCc1cccc(C(F)(F)F)c1)C1CCN(c2ccc(Nc3ccc4ncccc4c3)nn2)CC1
-7	-2	O=C1CCCN1CCn1cnc2c(NCc3ccccc3)nc(NCc3cccnc3)nc21
-16	0	CC(C)CN1CCN(c2c(Cl)cccc2NC(=O)c2ccc(Br)o2)CC1
x	7	CC(=O)[C@H]1CC[C@H]2[C@@H]3CC=C4C[C@@H](O)CC[C@]4(C)[C@H]3CC[C@]12C
4	34	CNC(=O)c1ccccc1Nc1cc(NC(=O)C2CCc3ccccc32)ncc1C(F)(F)F (stereo unspecified)
x	2	CCCC(=O)Nc1ccc(Nc2nc(C)cc(N3CCOCC3)n2)cc1
-2	-5	Cc1cc(NCc2ccccc2)nc(NCCCN2CCCC2=O)n1
-14	1	CC(C)N(CCNC(=O)c1cncc(-c2ccc(N3CCOCC3)nc2)c1)C(C)C
3	6	Cc1cnc(Cl)nc1NCCN(C(C)C)C(C)C
-4	7	COc1cc(Nc2ccc(N3CCC(C(=O)NCc4cccnc4)CC3)nn2)cc(OC)c1OC
4	-21	COc1ccc(-c2nc3c(Nc4ccc(N5CCOCC5)cc4)ncnc3n2C(C)C)cc1
13	-3	O=C(NCCO)C1CCN(c2ccc(Cl)nn2)CC1
12	21	Cc1ccc(-c2ncn(-c3ccc(Nc4ncc5ccc(-c6cn[nH]c6C)cc5n4)cc3)n2)cn1
-6	-11	CN(C)CCOc1cc(-c2ccncc2)ccc1NC(=O)C1CCc2ccccc2C1 (stereo unspecified)
-8	3	O=C(NCc1cccnc1)c1cccc(Nc2ccccc2)n1
-7	1	CCCn1cc(NC(=O)Nc2cccc(C)c2)cn1
-11	-5	CC(=O)Nc1ccc(Nc2nc(Nc3ccc(C(F)(F)F)cc3)ncc2C)cc1
35	10	CCCNC(=O)c1cnc(Nc2ccncn2)s1
-13	-3	CCNc1ccc(N2CCC(C(=O)NCCc3ccc(O)cc3)CC2)nn1
-3	4	Cn1c(Nc2cc(C(=O)NCCN3CCOCC3)ccn2)nc2ccccc21
-8	5	COc1ccc(CNc2nc(Nc3ccc(OC)nc3)nc3nc[nH]c23)cc1
1	0	c1ccc(CNc2ncnc3nc(-c4csc5ccccc45)[nH]c23)cc1
x	6	Cc1nc(NCCC(=O)O)c2oc3ccccc3c2n1
-11	2	Cc1nn(C)c(C)c1-c1nc2ccc(C(=O)NCCO)cc2s1
-11	-18	Oc1ccc(CCNc2ccnc(Nc3nccc4ccccc34)n2)cc1
-12	-6	Cc1noc(C)c1-c1cc(N)ncn1
x	-3	CC(=O)OC1COC(N2CCc3cc([N+](=O)[O-])ccc32)C(OC(C)=O)C1OC(C)=O (stereo unspecified)
x	3	CCOC(=O)N1CCN(c2ccc(S(C)(=O)=O)cc2)CC1
-3	0	c1ccc(Nc2nc(NCc3nc4ccccc4[nH]3)c3ncn(C4CCCCC4)c3n2)nc1
-11	7	COc1cc(NC(=O)c2cnc(NC3CCC(O)CC3)s2)cc(OC)c1OC (stereo unspecified)
-10	-5	Cc1cnc(Nc2ccc(C(F)(F)F)cc2)nc1NCCO
26	-7	OCC1CCCN1c1nc(Nc2ccc3c(c2)OCO3)c2ncn(Cc3ccc(C(F)(F)F)cc3)c2n1 (stereo unspecified)
-2	-4	CCCNC(=O)C1CCN(c2ccc(Nc3cnccn3)nn2)CC1
-28	4	COc1ccc(C(N)C(=O)N2CCC(Nc3ccc4[nH]ncc4c3)C2)cc1 (stereo unspecified)
-9	3	CCNc1nc(N)c2ncn(Cc3ccc(C(F)(F)F)cc3)c2n1
5	6	O=C1CCCN1CCn1cnc2c(NCCN3CCOCC3)nc(Nc3ccc4ncccc4c3)nc21
5	22	COc1ccc(-c2cncc(C(=O)Nc3ccc(N4CCOCC4)cc3)c2)cn1
0	-18	Nc1ccnc(Nc2ccc(C(F)(F)F)cc2)n1
-4	4	O=C(O)c1cccc(-n2ncc3ccc(Nc4ccccc4)cc32)c1

The results go on.
ASK1 inh	ULK1 inh	canonical_smiles
-10	0	c1ccc(OCCNc2cc(N3CCC(N4CCOCC4)CC3)ncn2)cc1
-8	5	CC(C)N(CCNc1ncnc2nc(N3CCC(N4CCOCC4)CC3)[nH]c12)C(C)C
16	13	CCNc1cc(Nc2ccc(NC(C)=O)cc2)nc(N)n1
-20	-7	CC(=O)c1cccc(-c2cc(Nc3ccccc3)nc(N)n2)c1
-15	20	Cn1ccc2cc(-c3cccc(C(=O)NCc4cccnc4)n3)ccc21
x	-10	CN(C)CCOC(C)(c1ccccc1)c1ccc(Cl)cc1 (stereo unspecified)
1	-3	O=C(Nc1ccc2[nH]ncc2c1)C1CCN(C(=O)C(O)c2ccc(Br)cc2)CC1 (stereo unspecified)
-4	5	Cc1nn(C)c(C)c1-c1cc(C(=O)NC2CC2)ccn1
-1	-5	CCN(CC)C(=O)C1CCCN(c2nc(N)c3ncn(Cc4ccc(C(F)(F)F)cc4)c3n2)C1 (stereo unspecified)
5	3	O=C([C@H](O)c1ccccc1)N1CCCN(S(=O)(=O)c2cccc3cnccc23)CC1
-7	3	CN1CCN(C(=O)c2ccc(-c3nc4ncnc(NCCCN5CCCC5=O)c4[nH]3)cc2)CC1
-2	-31	CCCNC(=O)c1cccc(-c2ccc(OC)nc2)n1
4	9	c1ccc(CNc2nc(Nc3ccccc3)nc3nc[nH]c23)cc1

Screening data as filed in PubChem.
